All columns: NCI-60 one-dose screen, growth in % after 48 h at 10 µM unless noted; 100 = growth as untreated, 0 = no growth, -100 = all killed.
LOX IMVI: LOX IMVI melanoma; actives 7.4% (n = 79,000)
SK-MEL-5: SK-MEL-5 melanoma; AID 1794755; actives 6.4% (n = 80,000)
SK-MEL-28: SK-MEL-28 melanoma. actives 4.1% (n = 81,000). AID 1794761
UACC-257: UACC-257 melanoma. actives 4.4% (n = 78,000). AID 1794764
MDA-MB-435: MDA-MB-435 melanoma | actives 7.8% (n = 82,000) | AID 1794794
SK-MEL-2: SK-MEL-2 melanoma. actives 4.7% (n = 77,000)
UACC-62: UACC-62 melanoma | actives 5.4% (n = 81,000)
MALME-3M: MALME-3M melanoma | actives 5.8% (n = 78,000)
Starred values were filed as active, the others as inactive; nt = no result given; [ ] = dose if it differs, or a comment. How the source made its calls: active means growth percent below 10; inactive means the rest. This is a random part of the collection; 13% or so of the library scored in one or more.

SMILES	LOX IMVI	SK-MEL-5	SK-MEL-28	UACC-257	MDA-MB-435	SK-MEL-2	UACC-62	MALME-3M
CCCCCCCCCCCCCCCCNC(=S)N/N=C/c1cc(Br)ccc1O	63	69	76	93	79	49	40	85
O=c1cnc(=O)[nH][nH]1	99	110	111	112	111	108	98	183
C#CCOC(=O)CNC(=O)[C@@]1(C)CC[C@]2(C)CC[C@]3(C)C(=CC(=O)[C@@H]4[C@@]5(C)CCC(=O)C(C)(C)[C@@H]5CC[C@]43C)[C@@H]2C1	101	104	114	101	108	92	99	104
COc1cc2oc(-c3cccc(NC(=O)c4cc(NC(=O)[C@H](C)NC(=O)OC(C)(C)C)ccc4Cl)c3)cc(=O)c2c(OC)c1OC	52	60	81	103	77	nt	68	91
O=I(=O)c1ccccc1	105	107	107	104	105	103	104	116
CSC(=O)NC(=O)NC(=O)c1ccc([N+](=O)[O-])cc1	91	109	114	107	112	104	103	nt
COc1ccc(C(=O)/C=C/c2c(C)nn(-c3ccccc3)c2N2CCOCC2)cc1	89	74	91	66	94	85	74	72
c1ccc(NNc2ccc3ccccc3n2)cc1	93	78	99	95	109	94	94	78
COc1ccc(/C=C2\CCCC3=C2NC(N)=NC3c2ccc(OC)c(OC)c2)cc1OC (configuration not stated)	13	40	65	46	31	57	53	53
O=S(=O)(NCCNc1nccc(-c2c(-c3ccccc3)nc3occn23)n1)c1ccc(Cl)cc1	44	32	75	nt	36	79	50	69
Nc1ncc2c(n1)-c1cn(Cc3ccccc3)cc1CC2	106	107	179	118	106	105	90	241
Cc1n(Cc2ccc3ccccc3c2)c2ccccc2[n+]1Cc1ccc2ccccc2c1	-89*	-98*	-58*	-54*	-73*	-75*	-58*	-40*
O=C(CN1CCN(c2cc3c(cc2F)c(=O)c(C(=O)O)cn3C2CC2)CC1)Nc1ccc(Br)cc1	68	73	73	69	84	103	46	83
O=C1OC[C@H]2[C@H](c3ccc(O)c(O)c3)c3cc(O)c(O)cc3C[C@H]12	113	102	117	147	121	26	111	140
CCCCCCCCCCCCc1ccc(C(C)=O)cc1	92	99	92	102	104	115	105	98

2 of the compounds above, with two lines to a compound:
Screens in order: LOX IMVI | SK-MEL-5 | SK-MEL-28 | UACC-257 | MDA-MB-435 | SK-MEL-2 | UACC-62 | MALME-3M
> COc1ccc(C(=O)/C=C/c2c(C)nn(-c3ccccc3)c2N2CCOCC2)cc1
    89 | 74 | 91 | 66 | 94 | 85 | 74 | 72
> c1ccc(NNc2ccc3ccccc3n2)cc1
    93 | 78 | 99 | 95 | 109 | 94 | 94 | 78

Later entries
SMILES	LOX IMVI	SK-MEL-5	SK-MEL-28	UACC-257	MDA-MB-435	SK-MEL-2	UACC-62	MALME-3M
N#Cc1ccc(C(=O)CSc2nc3c(c(Nc4ccc(S(N)(=O)=O)cc4)n2)CCC3)cc1	1.7*	72	49	102	87	87	83	49
CCCCCc1ccc(S(=O)(=O)Nc2cccc(-c3csc(N)n3)c2)cc1	93	81	99	91	101	109	71	87
CC(=O)Nc1ccc2ncc(C(N)=O)c(Nc3ccc(Cl)cc3)c2c1	74	88	98	104	99	110	79	117
Cc1ccc(-c2nc3nc(-c4ccc(Br)cc4)nc(N4CCCNCC4)c3o2)cc1	-85*	93	103	103	7.5*	108	101	88
CCN1/C(=C/C=C/c2n(-c3ccccc3)c3ccc(-c4nc5ccccc5s4)cc3[n+]2CC)N(c2ccccc2)c2ccc(-c3nc4ccccc4s3)cc21	1.8*	-59*	-8.5*	nt	-41*	-24*	31	-45*
NCCNCCCc1cccs1	95	100	114	103	105	94	97	107
CN1CCN(C)Cc2ccccc2C2=NN=C(O2)c2cccc(n2)C2=NN=C(O2)c2ccccc2CN(C)CC1	nt	67	80	111	58	93	91	73
CCOC(=O)C1CSCC1C(=O)OCC (configuration not stated)	98	107	109	97	113	108	101	123
CCc1ccc2c(c1)N(CCO)C1=C(C(=O)OC1)C2c1ccc(Cl)c(Cl)c1 (configuration not stated)	87	92	102	97	36	nt	77	nt
O=S(=O)(NCCCNc1nccc(-c2c(-c3cccc(F)c3)nc3sccn23)n1)c1cccc2ccccc12	21	32	77	73	23	48	24	79
O=C(O)C(=C/C=C/c1ccccc1)C(=O)O	92	98	114	91	101	106	83	94
CCCCC(NC(=O)CCN1C(=O)/C(=C/C(C)=C/c2ccccc2)SC1=S)C(=O)O (configuration not stated)	106	108	106	101	110	112	93	96
COc1cccc(-c2nn(-c3ccccc3)cc2-c2ccnc(NCCNS(=O)(=O)c3ccc(C(F)(F)F)cc3)c2)c1	4.4*	-95*	nt	nt	13	-11*	nt	-18*
CCCCC(CC)C(=O)NCC(C)O (configuration not stated)	95	106	106	102	114	116	107	95
CC(=O)Cc1nsc(NC(=O)c2ccoc2COc2ccc(C)cc2)n1	102	100	107	108	103	104	99	103

One compound at a time, as listed above:
Shown for CN1CCN(C)Cc2ccccc2C2=NN=C(O2)c2cccc(n2)C2=NN=C(O2)c2ccccc2CN(C)CC1 = LOX IMVI: nt; SK-MEL-5: 67; SK-MEL-28: 80; UACC-257: 111; MDA-MB-435: 58; SK-MEL-2: 93; UACC-62: 91; MALME-3M: 73
Shown for CC(=O)Cc1nsc(NC(=O)c2ccoc2COc2ccc(C)cc2)n1 = LOX IMVI: 102; SK-MEL-5: 100; SK-MEL-28: 107; UACC-257: 108; MDA-MB-435: 103; SK-MEL-2: 104; UACC-62: 99; MALME-3M: 103

(cont.)
SMILES	LOX IMVI	SK-MEL-5	SK-MEL-28	UACC-257	MDA-MB-435	SK-MEL-2	UACC-62	MALME-3M
CC[N+](CC)=c1sc2c(s1)C(c1ccc(Cl)cc1)Oc1ccc(Cl)cc1-2 (configuration not stated)	-63*	nt	18	-7.2*	2.5*	-31*	-2.8*	-9.4*
CCOCc1nc2c(N)nc3ccccc3c2n1CC(C)(C)O	96	100	102	103	104	110	94	101
COc1ccc(OC)c(/C=C2\Oc3cc(OCCCN4CCCC4)ccc3C2=O)c1	12	nt	87	40	91	104	96	104
CCOC(=O)Cc1cc(Br)c(OCc2ccccc2)c(Br)c1	88	104	106	100	96	95	71	106
COc1cc(-c2csc(NC(=O)c3cc(F)cc(C(F)(F)F)c3)n2)cc(OC)c1OC	27	53	50	59	-16*	15	44	40
COc1ccc2c(c1OC)C(=O)O[C@@H]2[C@H]1c2c(c(C=O)c3c(c2OC)OCO3)CCN1C	94	102	110	95	106	102	101	93
OC(Cc1ccccc1)Cc1ccccc1	102	105	113	106	104	101	104	122
O=C(N/N=C/c1ccccc1SSc1ccccc1/C=N/NC(=O)c1ccccc1)c1ccccc1	11	22	40	45	46	25	nt	49
O=C1C(Cl)=C(Nc2cccc3ccccc23)C(=O)c2ccccc21	33	61	91	75	56	79	55	53
Cc1nn(-c2ccc(F)cc2)c2ncnc(Nc3ccc(NC(=O)Nc4ccc(Cl)c(C(F)(F)F)c4)cc3)c12	35	61	18	27	40	-7.2*	11	34
O=C(Nc1ccc(Br)cc1)N1CCN(C(=O)Nc2ccc(Br)cc2)CC1	96	103	113	106	104	106	105	nt
NC[C@H]1O[C@H](O[C@H]2C(O[C@@H]3O[C@H](CO)[C@@H](O)[C@H]3O)[C@@H](O)[C@H](N)C[C@@H]2N)[C@H](N)[C@@H](O)[C@@H]1O (some centres not stated)	99	nt	105	101	107	96	95	93
C[n+]1cc2ccccc2c2ccccc21	91	93	105	94	107	98	100	97
COc1ccc(NC(=O)c2cccc(-c3cc(=O)c4c(O)c(OC)c(OC)cc4o3)c2)cc1	80	91	104	79	105	83	81	81
CSc1nccc(-c2c(-c3ccc(NC(C)=O)cc3)nc3sccn23)n1	78	99	98	88	94	nt	97	86

Some entries already given, limited to UACC-62.
Structure | UACC-62
CCc1ccc2c(c1)N(CCO)C1=C(C(=O)OC1)C2c1ccc(Cl)c(Cl)c1 (configuration not stated) | 77
O=C(O)C(=C/C=C/c1ccccc1)C(=O)O | 83
O=c1cnc(=O)[nH][nH]1 | 98
CCOC(=O)C1CSCC1C(=O)OCC (configuration not stated) | 101
Cc1nn(-c2ccc(F)cc2)c2ncnc(Nc3ccc(NC(=O)Nc4ccc(Cl)c(C(F)(F)F)c4)cc3)c12 | 11

Next part:
SMILES	LOX IMVI	SK-MEL-5	SK-MEL-28	UACC-257	MDA-MB-435	SK-MEL-2	UACC-62	MALME-3M
O=c1onc(-c2cc3ccccc3nc2Cl)n1-c1ccc(Cl)cc1	94	74	95	97	53	78	54	96
C[C@]12CC[C@@H]3c4cc(-c5ccc(F)cc5)c(O)cc4CC[C@H]3[C@@H]1CC[C@@H]2O	60	63	99	78	87	89	78	88
O=C(Oc1cc([N+](=O)[O-])ccc1Cl)Oc1cc([N+](=O)[O-])ccc1Cl	97	85	101	103	92	91	80	100
COc1cc(/C=C2\SC(=O)N(Cc3ccc(-c4ccccc4C#N)cc3)C2=O)ccc1O	106	98	115	105	102	103	104	102
Cc1nc2cc(Nc3nc(Nc4ccc(F)cc4)nc(N4CCOCC4)n3)ccc2n1Cc1ccccc1	101	79	82	63	nt	85	80	90
COC(=O)/C(CCC(Br)C(C)(C)[n+]1ccccc1)=C1\[C@@H](OC(C)=O)C[C@@]2(C)[C@H]1C[C@@H](O)[C@H]1[C@@]3(C)CC[C@H](O)[C@@H](C)[C@@H]3CC[C@@]12C (some centres not stated)	95	98	111	114	107	118	103	103
C1=C\c2ccc(c(-c3nnc(Nc4cccnc4)o3)c2)/C=C\c2ccc/1cc2	101	93	97	102	99	93	95	93
Nc1cccc(-c2cccc(Oc3ccc4nnc(Cl)n4n3)c2)c1	97	79	113	116	101	100	78	97
C=C(CC(=O)O)C(=O)O	103	97	107	99	98	108	99	93
COc1cc(CNC(=O)/C=C/C=C/c2ccc3c(c2)OCO3)ccc1OCc1cn(-c2ccc(Br)cc2)nn1	68	50	69	73	79	83	49	72
COc1ccc(-c2ccnc3c(C#N)c(Nc4ccccc4)nn23)cc1OC	91	74	91	104	103	nt	85	110
CC1CC(=O)Oc2cc(O)c(O)cc21 (configuration not stated)	76	102	101	106	95	95	99	98
CNC(=O)c1cc(Oc2ccc3nc(NC(=O)Nc4ccc(F)cc4F)sc3c2)ccn1	52	39	52	74	62	75	65	46
Oc1c(C=C2N=c3ccccc3=N2)sc(=S)n1N1CCOCC1	95	99	97	92	103	95	83	87
CC(C)(C)n1cc(-c2ccnc(NCCCNS(=O)(=O)c3ccc(C(F)(F)F)cc3)c2)c(-c2cccc(F)c2)n1	74	79	97	94	94	94	89	105
COC(=O)/C=C/C(=O)NC(N)=O	97	104	98	nt	99	85	101	97
COc1cc(C(C)=O)ccc1O	98	98	107	95	114	107	106	98
Cc1cccc(N2CCC(=O)NC2=S)c1	97	101	110	105	106	122	96	96
CC1CCN(C(=O)CCCl)c2ccccc21 (configuration not stated)	91	104	109	94	123	109	90	121
Cc1c(Br)cccc1-c1nnc(C(c2ccc(F)cc2)N2CCCCC2)o1 (configuration not stated)	89	91	108	103	100	113	78	88
COc1ccc(/C=C/C(=O)c2ccc(NC(=O)CSc3nnc(-c4ccc(Cl)cc4)n3-c3ccccc3)cc2)cc1	105	84	104	87	94	104	75	118
NC(=S)N/N=C/c1ccc(OC(=O)COc2ccc(Cl)cc2)cn1	24	31	77	78	59	63	8.5*	46
CCCc1ccc(/C=C2\SC(=Nc3ccc(O)c(C(=O)OC)c3)NC2=O)cc1	83	91	109	99	87	96	84	114
Cc1ccc(C(=O)CSc2nc(-c3ccc(Cl)cc3)c(C#N)c(=O)[nH]2)cc1	97	107	107	102	100	111	94	103
COC(=O)C(Br)C(OC(C)=O)c1ccc(OC)c(OC)c1 (configuration not stated)	94	103	109	97	106	93	99	94
Cc1ccc2[nH]c(=O)c(/C=N/O)cc2c1	89	101	98	84	93	95	87	113
Cc1c(Cl)ccc2c(C(=O)Cl)cc(-c3ccccc3)nc12	95	96	103	88	98	106	93	104
Cc1ccc(N=Nc2c(N)nn3c(-c4cc5cc(Br)ccc5oc4=O)ccnc23)cc1	52	51	110	121	113	108	100	82
O=C(Oc1cccc(F)c1OC(=O)c1cccc(O)c1)c1cccc(O)c1	32	47	61	81	72	91	74	91
CC(C)CC(CC(C)C)=NC(C)(C)CO	105	114	112	111	112	106	104	127
CC(C)CCc1nc2ccc(NCc3ccccc3)cc2[nH]1	89	96	93	100	92	101	80	90
O=C1C=CC2(O)OC/C(=C\c3ccccc3)C(O)=C2C1=O (configuration not stated)	-83*	31	52	66	16	53	-64*	-38*
CCOC(=O)c1c(C)c2c(n1Cc1ccccc1)CSc1cc(C(=O)c3ccccc3)c(=O)[nH]c1-2	92[100 µM]	81[100 µM]	120[100 µM]	108[100 µM]	84[100 µM]	101[100 µM]	83[100 µM]	73[100 µM]
N#C/C(=C\c1ccco1)c1nc(-c2ccco2)cs1	nt	102	111	109	101	104	87	115
COC(=O)c1c(NC(=O)CC#N)sc(C)c1C	92	103	111	nt	106	98	91	110
CSCc1ccc(CSC)cc1	92	106	105	107	106	108	100	99
c1ccc(Nc2ncc3c(n2)-c2cn(-c4ccccc4)cc2CC3)cc1	81	90	97	93	78	118	78	111
COc1ccc2cc(C3=NN(C(N)=S)[C@@H](c4ccc(OC)c(OC)c4)C3)ccc2c1	103	95	98	93	96	98	87	114
Cc1ccc(-c2csc(NC(=O)CSc3nc(-c4ccccc4)c(C#N)c(=O)[nH]3)n2)cc1	102	97	100	94	86	94	83	104
CCCCCCCN=C(N)N=C(N)N	89	95	93	108	84	99	96	68
Cc1[nH]c2cccc3c2c1CCN1C(=O)OC(C)(C)C31C (configuration not stated)	97	97	122	99	123	111	104	102
Cc1c(Cl)cc(Cl)c(N)c1Cl	99	106	110	106	104	104	105	109
COc1ccc(C2=NN(c3ccccc3)C(c3ccc(OCc4ccc(C)cc4)c(OC)c3)C2)cc1OC (configuration not stated)	nt	87	111	99	96	108	76	93
C=C1C(=O)OC2CC1C(OC(C)=O)C/C(C)=C/CC/C(C)=C\CCC2(C)O (configuration not stated)	6.2*	56	nt	58	19	41	45	19
COc1c(O)c(O)cc2c3c(oc12)CC(c1ccco1)CC3=O (configuration not stated)	29	61	69	79	49	72	21	113
